Anesthetic bind – candidate novel general anesthetic via apoferritin binding; P02791; apoferritin/1-aminoanthracene competitive binding, fluorescence; Potency, µM (doses to about 77.5 µM), without a hit: at the top dose activity change, negative = displacement, most hits filed as inhibitors; actives 0.074% (n = 350,000); AID 485281; note: potency is the fitted concentration of half-maximal effect; % is set by controls: 0 for no effect and ±100 for the full control effect; nearly all actives have a fitted effect of over 20% in size
Target sequence (P02791 2-175 limits assumed): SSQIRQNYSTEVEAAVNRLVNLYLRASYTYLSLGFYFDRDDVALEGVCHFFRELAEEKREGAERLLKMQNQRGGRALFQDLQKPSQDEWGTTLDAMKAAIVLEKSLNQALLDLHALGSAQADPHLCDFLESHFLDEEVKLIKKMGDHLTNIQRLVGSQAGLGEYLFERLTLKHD
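Probe: 1-aminoanthracene (50% saturated, PBS). Protein: horse-spleen apoferritin, 10 uM. Incubation: 10 min, room temperature. Detection: 380 nm excitation, 535 nm emission. Analysis: normalized response, four-parameter Hill.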
ALOX12 inh – inhibitors of human 12S-lipoxygenase ALOX12; P18054; purified 12hLO, xylenol orange hydroperoxide absorbance; Potency, µM (doses to about 108 µM), inactives show top-dose activity change, negative = inhibition, usual class: inhibitors; actives 1.1% (n = 580,000); AID 1671190; note: potency is the fitted concentration of half-maximal effect; % is set by controls: 0 for no effect and ±100 for the full control effect
Target sequence (P18054 whole entry, looked up): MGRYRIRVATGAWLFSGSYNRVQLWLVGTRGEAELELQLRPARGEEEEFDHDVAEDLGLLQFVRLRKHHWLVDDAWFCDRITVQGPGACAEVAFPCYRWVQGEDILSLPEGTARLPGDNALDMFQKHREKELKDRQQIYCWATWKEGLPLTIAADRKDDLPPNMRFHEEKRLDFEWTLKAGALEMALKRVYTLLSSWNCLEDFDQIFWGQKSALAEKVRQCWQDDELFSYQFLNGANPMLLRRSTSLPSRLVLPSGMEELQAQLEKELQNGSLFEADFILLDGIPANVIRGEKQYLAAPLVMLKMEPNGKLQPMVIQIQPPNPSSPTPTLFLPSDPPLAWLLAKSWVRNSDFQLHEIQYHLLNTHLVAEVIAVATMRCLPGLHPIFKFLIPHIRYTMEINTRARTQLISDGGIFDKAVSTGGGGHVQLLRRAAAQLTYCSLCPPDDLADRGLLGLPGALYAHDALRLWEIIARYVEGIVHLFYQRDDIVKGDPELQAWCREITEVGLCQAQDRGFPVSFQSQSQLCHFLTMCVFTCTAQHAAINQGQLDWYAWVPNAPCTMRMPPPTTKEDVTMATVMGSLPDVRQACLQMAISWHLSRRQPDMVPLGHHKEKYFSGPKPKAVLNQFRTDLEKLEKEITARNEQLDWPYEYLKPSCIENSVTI
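Purified human 12hLO at 150 nM in 25 mM Hepes, 0.01% Triton X-100, pH 7.0, preincubated 15 min at room temperature with compound. Reaction started with 40 uM arachidonic acid, 30 min at room temperature. Hydroperoxide measured by Fe-xylenol orange, 573/405 nm absorbance ratio.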
POLK inh – inhibitors of human DNA polymerase kappa; purified Pol kappa, fluorescent DNA synthesis assay, 10 min; Potency, µM (highest dose often 107 µM), without a hit: at the highest dose activity, negative = inhibition, actives largely listed as inhibitors; actives 0.53% (n = 400,000); note: potency is the fitted concentration of half-maximal effect; % is set by controls: 0 for no effect and ±100 for the full control effect
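Readout: fluorescence, taken kinetically at 0 and 10 min. Conditions: 10 nM Pol kappa, 15 min RT compound preincubation, 50 nM substrate final. Controls: enzyme-free buffer wells.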
RGS4 inhibitor – inhibitors of human regulator of G protein signaling 4 | Transcreener GDP fluorescence polarization, RGS4-accelerated GTP hydrolysis | Potency, µM (top dose mostly 114 µM), inactives show top-dose activity change, negative = inhibition, most hits filed as inhibitors | actives 0.039% (n = 390,000); note: potency is the fitted concentration of half-maximal effect; % is set by controls: 0 for no effect and ±100 for the full control effect; nearly all actives have a fitted effect of over 75% in size; some results filed as inactive show a strong effect at the top dose
Target sequence (P49798 whole entry, looked up): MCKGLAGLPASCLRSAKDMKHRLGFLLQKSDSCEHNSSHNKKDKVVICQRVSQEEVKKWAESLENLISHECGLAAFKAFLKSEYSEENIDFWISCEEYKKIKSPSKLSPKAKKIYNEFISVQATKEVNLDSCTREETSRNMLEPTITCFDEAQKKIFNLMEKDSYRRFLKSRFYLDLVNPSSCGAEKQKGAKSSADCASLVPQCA
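MLSMR compounds (23 nl, pin-transferred) preincubated 10 min at room temperature with a 500nM (2x) first reagent, then RGS4 at 900nM (2x) plus Transcreener GDP mix added; fluorescence polarization (620/688 nm) read before and after 90 min at 30 °C.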
LDHA block – blocks human lactate dehydrogenase A. purified LDHA, NADH/diaphorase-resazurin fluorescence; active compounds read low. activity change, % (values are at about 110 or 230 µM). actives 0.15% (n = 480,000); in the data active = activity change below about -30%; inconclusive = mostly about -25% to -30%;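 note: plate controls were DMSO wells for no effect and wells without enzyme for full effect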
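Remaining NADH was detected by diaphorase (0.133 mg/mL) converting 37 µM resazurin to fluorescent resorufin, read at 0 and 20 minutes. The preceding 5-minute room-temperature reaction used 2 nM LDHA, 0.2 mM sodium pyruvate and 0.06 mM NADH at pH 7.4.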
POLH inh – DNA polymerase eta (human) inhibition | Q9Y253 | recombinant Pol eta, fluorescent DNA replication assay | Potency, µM (highest dose often 114 µM), inactives show top-dose activity change, negative = inhibition, actives largely listed as inhibitors | actives 1.2% (n = 390,000); note: potency is the fitted concentration of half-maximal effect; % is set by controls: 0 for no effect and ±100 for the full control effect
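Pol eta at 10 nM preincubated with compounds 15 min at room temperature; reaction started with fluorescent substrate (50 nM final) and read kinetically at 0 and 10 min.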
ERG-DNA inh – blocks human ERG Ets domain binding to DNA. Potency, µM (top dose mostly 76.9 µM), for the others: at the top dose FP activity, negative = inhibition, actives largely listed as inhibitors. fluorescence polarization, His-ERG Ets domain / labelled DNA. actives 0.028% (n = 370,000). AID 624246; active = well fitted inhibition curve with a large enough effect in the polarisation, with a control signal flat; inconclusive = small, poorly fitted or top-dose-only effect, or effect the other way, or a change in a side signal; inactive = no such curve, though single readings can be large or run the other way; the % refers to the polarisation;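 note: polarization taken with two DNA probes labelled with fluorescein and Texas red; potency is the fitted concentration of half-maximal effect; % of control where 0% means no effect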
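His-tagged ERG Ets domain (1 uM in the protein solution; 300mM KCl, 50mM Tris-HCl, 1mM EDTA, 1mM DTT, pH 7.5) received compound, then a probe mix of 5 nM fluorescein-DNA and 100nM Texas-615-DNA. Fluorescence polarization was read for both dyes.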
APEX1 inh – APE1 (human) endonuclease inhibition; AID 2517; Potency, µM (titrated, usually from 65.8 µM), for inactives: at the top dose activity change, negative = inhibition, usual class: inhibitors; recombinant APE1, TAMRA/BHQ-2 abasic DNA cleavage fluorescence; actives 0.35% (n = 350,000); P27695;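 note: potency is the fitted concentration of half-maximal effect; plate controls were vehicle for no effect and reference inhibitor for full effect; nearly all actives have a fitted effect of over 55% in size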
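Endonuclease cleavage of a quenched abasic-site DNA duplex (50 nM) by APE1 (0.75 nM) was tracked by TAMRA dequenching. Compounds were preincubated with enzyme 15 min at room temperature; data normalized to buffer-only and DMSO wells plus NSC13755 control.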
POLB inh – inhibitors of human DNA polymerase beta. P06746. Potency, µM (highest dose often 114 µM), for inactives: at the top dose activity change, negative = inhibition, actives largely listed as inhibitors. actives 1.3% (n = 340,000). Pol beta primer extension/strand displacement, fluorescence kinetic. AID 485314; note: potency is the fitted concentration of half-maximal effect; % is set by controls: 0 for no effect and ±100 for the full control effect
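Enzyme-only controls used 10 nM Pol beta; buffer lacking enzyme served as negative control. Compound preincubated 15 min, then 50 nM substrate added; 0 and 10 min reads at room temperature.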
* hit, by the source's call; ? = inconclusive; · = no result given; & = joins results of further samples; [ ] = remark or other dose. Unless noted, calls come from the whole dose curve; as a rule, active = well fitted curve in the direction sought with a large enough effect; inconclusive = small, poorly fitted or top-dose-only effect, or another doubt; inactive = no such curve, though single readings can be large; an effect the other way counts as inactive or inconclusive. The list is partial; rates above refer to the full screens.

SMILES	Anesthetic bind	ALOX12 inh	POLK inh	RGS4 inhibitor	LDHA block	POLH inh	ERG-DNA inh	APEX1 inh	POLB inh
Cc1ccc(NCc2nnc(SCC(=O)O)n2-c2ccc(C)cc2)cc1	-20%	-5%	4%	-24%	-2	-13%	3%	7%	-15%
Cc1ccc(Oc2ccc(C(=O)NCc3ccncc3)cc2)cc1	?	9%	-1%	-16%	7	-24%	0%	-3%	7%
N#Cc1cccc2cnccc12	-1%	?	-2%	24%	-7	0%	-6%	5%	28%
COc1ccccc1-c1cc(C(F)(F)F)n2ncc(C(=O)N3CCc4ccccc4C3)c2n1	-10%	0%	-4%	-27%	-6	-30%	-1%	21%	0%
Cc1ccccc1S(=O)(=O)N1C[C@H]2CON(C)[C@H]2C[C@H]1c1cccc(Oc2ccccc2)c1	·	0%	-3%	1%	-1	-6%	-2%	·	·
COc1ccc(CCN2C(=O)CSC2c2ccc(F)cc2)cc1 (centres undefined)	-5%	15%	-12%[60.1 µM]	6%	0	-1%	-7%	-12%	38%
CCN(c1ccccc1)c1nnc(NC(=O)Nc2ccccc2F)s1	-7%	-8%	-13%	24%	-8	-1%	-4%	·	15%
COc1ccc(C2=C(C(C)=O)Sc3nnc(-c4ccc(Cl)cc4)n3N2C(C)=O)cc1OC	-11%	4%	3%[60.1 µM]	5%	-7	-15%	7%	·	5%
CCc1ccccc1N(CC(=O)NCCSCc1ccco1)S(C)(=O)=O	-11%	-14%	0%[60.1 µM]	1%	-10	4%	·	4%	41%
CC1(C)Oc2ccc(NC(=O)c3ccco3)cc2O1	-11%	-21%	3%	-12%	-2	-11%	-1%	-2%	17%
Cc1cc2c(cc1C)NC(c1c(C)n(C)n(-c3ccccc3)c1=O)C1=C(CC(C)(C)CC1=O)N2 (centres undefined)	110%[activator]	0%	0%	-26%	7	-17%	3%	-3%	4%
Cc1ccc(CNC(=O)C2CCN(S(=O)(=O)c3cccnc3)CC2)cc1	-8%	14%	11%	-11%	-2	-16%	-11%	-3%	63%
O=c1c2cccnc2n(Cc2ccc(Cl)cc2)c(=O)n1Cc1ccc(F)cc1	-11%	-10%	-9%	-3%	-1	-22%	2%	·	0%
CCCNC(=O)NC(=O)COC(=O)c1cccc(NS(=O)(=O)c2ccc(F)c(F)c2)c1	-1%	?	-13%	-4%	4	-20%	25%	-5%	8%
Cc1cc(OC(C)C(=O)NCCCN2CCOCC2)ccc1Cl (centres undefined)	-5%	0%	-5%	-38%	1	-14%	17%	51%[activator]	6%
O=C(OCn1nnc2ccccc2c1=O)C1CCCCC1	40µM*	-9%	0%	-11%	-7	2%	1%	0%	7%
CCN(CC)c1ccc(S(=O)(=O)N(CC)CC)cc1NC(=O)c1cccnc1	-14%	0%	-15%	23%	0	-22%	-1%	-9%	0%
CCOC(=O)N1CCC(=NNC(=O)COc2ccc(OC)cc2)CC1	-10%	11%	-5%	3%	-3	-14%	-3%	-1%	33%
COc1cc(=O)n2c(-c3ccccc3)csc2n1	-18%	-14%[57.4 µM]	-5%	-12%[11.4 µM]	-5	-13%	-3%	8%	-9%
CCCCNC(=O)C1c2ccccc2Oc2ccccc21	-4%	1%	0%	1%	-16	4%	-3%	-1%	7%

Among those listed so far, these contain a furan ring, fused or not:
SMILES	Anesthetic bind	ALOX12 inh	POLK inh	RGS4 inhibitor	LDHA block	POLH inh	ERG-DNA inh	APEX1 inh	POLB inh
CCc1ccccc1N(CC(=O)NCCSCc1ccco1)S(C)(=O)=O	-11%	-14%	0%[60.1 µM]	1%	-10	4%	·	4%	41%
CC1(C)Oc2ccc(NC(=O)c3ccco3)cc2O1	-11%	-21%	3%	-12%	-2	-11%	-1%	-2%	17%

Reprinted at random: four compounds from above.
SMILES	Anesthetic bind	ALOX12 inh	POLK inh	RGS4 inhibitor	LDHA block	POLH inh	ERG-DNA inh	APEX1 inh	POLB inh
CCN(CC)c1ccc(S(=O)(=O)N(CC)CC)cc1NC(=O)c1cccnc1	-14%	0%	-15%	23%	0	-22%	-1%	-9%	0%
O=c1c2cccnc2n(Cc2ccc(Cl)cc2)c(=O)n1Cc1ccc(F)cc1	-11%	-10%	-9%	-3%	-1	-22%	2%	·	0%
COc1cc(=O)n2c(-c3ccccc3)csc2n1	-18%	-14%[57.4 µM]	-5%	-12%[11.4 µM]	-5	-13%	-3%	8%	-9%
CCCCNC(=O)C1c2ccccc2Oc2ccccc21	-4%	1%	0%	1%	-16	4%	-3%	-1%	7%

New compounds follow.
SMILES	Anesthetic bind	ALOX12 inh	POLK inh	RGS4 inhibitor	LDHA block	POLH inh	ERG-DNA inh	APEX1 inh	POLB inh
CNC(=O)c1sc(NCc2ccccc2OC)nc1C	-5%	16%	2%	-29%	-13	-5%	8%	-11%	2%
COC(=O)c1nnn(-c2ccc(Cl)cc2)c1C(=O)OC	0%	-12%	22%	-5%	6	-20%	-3%	·	13%
Cc1cc(-n2cccn2)ccc1CN1CCN(CC(C)C)C(CCO)C1 (centres undefined)	-13%	12%	-15%	-9%	1	3%	-8%	-2%	0%
N#CCCN1CCN(C(=S)c2ccc(-c3cccc(Cl)c3)o2)CC1	?	-4%	-1%	-30%	0	-14%	4%	3%	-1%
COc1ccc(/C=C/C(=O)OCC(=O)NC2CCCC(C)C2C)cc1S(=O)(=O)N1CCOCC1 (centres undefined)	-12%	0%	-35%	10%[56.9 µM]	-12	-20%	-5%	8%	0%
COc1ccc(OC)c(/C=N\Nc2nccs2)c1	·	115%[activator]	-3%	-8%	-3	-1%	6%	·	·
COc1ccccc1NC(=O)Cc1noc(CSc2n[nH]c(N)n2)n1	-6%	-7%	-3%	-23%[56.9 µM]	-2	-15%	-11%	7%	-21%
Fc1ccc(N2CCN(c3cnc4ccccc4n3)CC2)cc1	-9%	0%	0%	16%	-7	-4%	-5%	8%	-15%
O=C(CCC(=O)N1CCOc2ccccc21)NCCCN1CCCCC1	-5%	-1%	-8%	-5%	-2	-16%	2%	51%[activator]	9%
Cn1c(=O)c2c(SCC(=O)NCc3ccco3)nc(CC(C)(C)C)nc2n(C)c1=O	?	-10%	-1%	-31%	-4	0%	-1%	2%	9%
CCN(CC)S(=O)(=O)c1cccc(-c2cn3cccnc3n2)c1	1%	-19%	-7%	0%	-13	1%	10%	-4%	2%
COc1cccc(-c2ccnc3[nH]n(-c4ccccc4)c(=O)c23)c1	-6%&-12%	14%&-34%	7%&-2%	-3%&5%	2&2	-11%&9%	-3%&1%	11%	7%&34%
Cc1cc(-c2ccccc2)c(C#N)c(N)n1	-15%	0%	6%	-29%	-4	-14%	2%	15%	3%
CC(=O)c1cccc(NC(=O)Nc2cnn(Cc3ccc(F)cc3)c2)c1	?	-6%	·	·	·	·	·	-2%	4%
N/C(=N\c1nc2ccccc2o1)NC(=O)c1ccccc1Br	-12%	255%[activator]	7%	-28%	-1	-16%	-11%	-3%	2%
Cc1ccc2c(CC(=O)NCc3ccco3)coc2c1C	-4%	-15%	-17%	-11%	-2	-2%	-4%	-4%	-23%
O=C(NCCCN1CCCC1=O)c1ccccc1NS(=O)(=O)c1ccc(Br)cc1	-4%	-8%	-5%	6%	-8	3%	-2%	-2%	-9%
Cc1ccc(Nc2nc(CSc3nnc(-c4cccs4)o3)cs2)cc1	?	0%	-11%	-6%	-7	-9%	3%	-3%	-5%
COC(=O)\C(C(C)=O)=C(/C=C/C=C/N(C)C)N(C)C	-16%	?	?	-14%	3	14µM*	-12%	?	22µM*
CCc1ccc(OC(=O)CN2C(=O)c3ccccc3C2=O)cc1	?	0%	-14%	-19%	-3	-17%	-7%	0%	1%
CC(C)=CCN1CCN(Cc2ccc(Oc3ncccn3)cc2)CC1CCO (centres undefined)	-10%	-12%	-19%	-21%	-13	-1%	-8%	-1%	-27%
Cc1cccc(C(=O)Nc2c(-c3ccccc3)nc3cc(C)ccn23)c1	-14%	-2%	-11%	0%	-7	-8%	13%	·	44%
COc1ccc(CNC(=O)Cn2c(=O)n3nc(-c4ccc(OC)cc4)nc3c3ccccc32)cc1	0%	?	0%[60.1 µM]	8%	-7	1%	1%	·	3%
CCOc1ccccc1C(=O)N1c2ccccc2Sc2ccccc21	32%[activator]	0%	-10%	3%	-8	-12%	-5%	6%	10%
Cc1c(Cl)cccc1NC(=O)CNc1ccccc1F	-2%	-15%	-14%	6%	-4	-12%	-7%	-2%	-5%[57.1 µM]
COc1cccc(-c2nn3c(-c4cccc(C)c4)nnc3s2)c1	-17%	-2%	-20%	-9%	3	-6%	0%	-7%	9%
O=C(c1ccco1)N1CCC(c2ccccc2)C1 (centres undefined)	-24%	-22%	-1%	-6%	0	-8%	·	-2%	24%
Cc1ccc(C)c(CN2CCC(CNC(=O)C(CC(C)C)N3Cc4ccccc4C3=O)CC2)c1 (centres undefined)	?	-21%	-2%	-27%	7	-18%	-3%	·	5%

Not a retest: entries from further up.
SMILES	Anesthetic bind	ALOX12 inh	POLK inh	RGS4 inhibitor	LDHA block	POLH inh	ERG-DNA inh	APEX1 inh	POLB inh
Cc1cccc(C(=O)Nc2c(-c3ccccc3)nc3cc(C)ccn23)c1	-14%	-2%	-11%	0%	-7	-8%	13%	·	44%
COc1ccc(CNC(=O)Cn2c(=O)n3nc(-c4ccc(OC)cc4)nc3c3ccccc32)cc1	0%	?	0%[60.1 µM]	8%	-7	1%	1%	·	3%
